HEK cytotox – cytotoxic compounds in HEK 293 cells; HEK 293 viability, ATP luminescence (CellTiter-Glo), 48-72 h; Potency, µM (titrated, usually from 115 µM), for the others: at the top dose activity change, negative = cytotoxicity, usual class: inhibitors; 94,000 compounds, 6.6% hits; AID 1345083; also: potency is read from the fitted curve at half-maximal effect; nearly all actives have a fitted effect of over 60% in size
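HEK 293 cells seeded at 250 cells/well were exposed to compound for 48 or 72 hr at 37 degree Celsius. Viability taken as ATP content by CellTiter-Glo luminescence.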
Luciferase inh – inhibitors of firefly (Photinus pyralis) luciferase. P08659. 76,000 compounds, 2.5% hits. Potency, µM (titrated, usually from 115 µM), for inactives: at the highest dose activity change, negative = inhibition, hits mostly inhibitors. AID 1347043. purified P. pyralis luciferase, luminescence, biochemical; also: potency is read from the fitted curve at half-maximal effect; nearly all actives have a fitted effect of over 65% in size
Target sequence (P08659 whole entry, looked up): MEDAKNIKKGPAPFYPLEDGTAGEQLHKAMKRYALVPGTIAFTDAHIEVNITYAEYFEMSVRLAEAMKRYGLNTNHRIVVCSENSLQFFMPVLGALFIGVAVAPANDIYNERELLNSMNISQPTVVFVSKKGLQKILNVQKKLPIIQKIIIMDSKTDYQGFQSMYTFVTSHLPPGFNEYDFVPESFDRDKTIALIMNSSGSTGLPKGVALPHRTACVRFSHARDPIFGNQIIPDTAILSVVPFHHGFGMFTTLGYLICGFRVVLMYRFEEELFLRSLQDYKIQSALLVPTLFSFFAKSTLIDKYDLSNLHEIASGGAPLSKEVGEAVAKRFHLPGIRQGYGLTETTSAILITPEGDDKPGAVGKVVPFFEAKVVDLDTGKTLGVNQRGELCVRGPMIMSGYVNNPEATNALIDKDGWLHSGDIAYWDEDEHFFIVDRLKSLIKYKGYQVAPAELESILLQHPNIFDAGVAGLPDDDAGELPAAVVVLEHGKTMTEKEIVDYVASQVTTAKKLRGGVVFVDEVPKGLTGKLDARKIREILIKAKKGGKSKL
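Inhibitors were tested against purified firefly luciferase in a biochemical, low-substrate format (both substrates at 10uM) and luminescence measured with a CCD imager.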
HEK293 viab – reduces viability of HEK-293 SNCA reporter cells; HEK-293-SNCA-luc viability, GF-AFC fluorescence, 24 h; Potency, µM (highest dose often 57.1 µM), inactives show at the top dose activity change, negative = cytotoxicity, hits mostly cytotoxic; 150,000 compounds, 0.12% hits;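 also: potency is read from the fitted curve at half-maximal effect; 0% = DMSO-treated cells and -100% = medium-only wells without cells; nearly all actives have a fitted effect of over 30% in size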
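HEK-293-SNCA-luc cells (1500/well) plated 24 h, then exposed 24 h to a dilution series; GF-AFC added 30 min at 37C, fluorescence 405/540 nm; normalised to medium-only and DMSO wells, Hill fit.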
SNCA expr inhib – inhibitors of alpha-synuclein (SNCA) gene expression | HEK-293 SNCA-luciferase knock-in, luminescence, 24 h | Potency, µM (highest dose often 57.2 µM), inactives show at the highest dose activity change, negative = inhibition, most hits filed as inhibitors | 140,000 compounds, 0.17% hits;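 also: potency is read from the fitted curve at half-maximal effect; plate controls were DMSO cells for no effect and cell-free wells for full effect; nearly all actives have a fitted effect of over 45% in size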
IP6K1 inh – blocks human inositol hexakisphosphate kinase 1. Q92551. IP6K1 kinase, ADP-Glo luminescence, 2 h; hits give low values. activity change, % (series mostly up to about 58 µM). 140,000 compounds, 0.81% hits. AID 1645851; in the data active = activity change below about -25%
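ADP-Glo luminescence measures ADP made by human IP6K1 during a 2 h RT reaction with ATP/IP6 (mix at 1.3 mM/130 uM); top library doses 57.5 and 19.1 uM final.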
GPT2 inhibitor – blocks human glutamate pyruvate transaminase 2. Q8TD30. Potency, µM (titrated, usually from 57.7 µM), for the others: top-dose activity change, negative = inhibition, hits mostly inhibitors. 100,000 compounds, 0.25% hits. Recombinant GPT2, coupled pyruvate oxidase/HRP Amplex Red fluorescence; also: potency is read from the fitted curve at half-maximal effect; nearly all actives have a fitted effect of over 60% in size; many of its hits are not listed in these tables
Target sequence (Q8TD30 whole entry, looked up): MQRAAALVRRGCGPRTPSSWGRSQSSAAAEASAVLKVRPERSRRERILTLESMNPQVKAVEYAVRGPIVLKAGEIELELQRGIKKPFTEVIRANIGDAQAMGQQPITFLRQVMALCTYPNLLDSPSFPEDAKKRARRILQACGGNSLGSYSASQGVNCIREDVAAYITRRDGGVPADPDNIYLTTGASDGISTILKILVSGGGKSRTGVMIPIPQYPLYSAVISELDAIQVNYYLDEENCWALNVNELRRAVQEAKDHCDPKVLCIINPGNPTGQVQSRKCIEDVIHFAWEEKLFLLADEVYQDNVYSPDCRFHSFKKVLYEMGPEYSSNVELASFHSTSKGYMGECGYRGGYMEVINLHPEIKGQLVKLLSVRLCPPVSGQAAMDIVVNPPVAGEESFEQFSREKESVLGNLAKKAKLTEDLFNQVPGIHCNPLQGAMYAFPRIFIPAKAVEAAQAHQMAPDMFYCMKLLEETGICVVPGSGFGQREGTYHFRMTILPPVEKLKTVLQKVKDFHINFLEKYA
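Recombinant GPT2 (10ng/uL) with 250uM a-KG and 2mM L-alanine, 30 min at room temperature, in HEPES pH 7.5 buffer. Pyruvate detected by pyruvate oxidase/HRP/Amplex Red fluorescence after 30 min in the dark; AOA (50uM) as positive control.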
3T3 cytotox – NIH 3T3 cell cytotoxicity; AID 1345082; NIH 3T3 viability, CellTiter-Glo ATP luminescence, 48-72 h; 94,000 compounds, 4.3% hits; Potency, µM (series often up to 96.7 µM), for the others: at the highest dose activity change, negative = cytotoxicity, hits mostly inhibitors; also: potency is read from the fitted curve at half-maximal effect; nearly all actives have a fitted effect of over 55% in size
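Cytotoxicity was measured by CellTiter-Glo ATP luminescence after 48 or 72 h compound exposure at 37 °C. Mouse NIH 3T3 fibroblasts were seeded at 400 cells/well and dosed by 23 nL pin transfer.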
Numbers without * were called inactive; i = inactive; ? = inconclusive; · = no result given; [ ] = dose if it differs, or a comment. Unless noted, calls follow the shape of the dose curve; as a rule, active = well fitted curve in the direction sought with a large enough effect; inconclusive = small, poorly fitted or top-dose-only effect, or another doubt; inactive = no such curve, though single readings can be large; an effect the other way counts as inactive or inconclusive. Unless noted, % is scaled to controls: 0 for no effect and ±100 for the full control effect.

SMILES	HEK cytotox	Luciferase inh	HEK293 viab	SNCA expr inhib	IP6K1 inh	GPT2 inhibitor	3T3 cytotox
Cc1ccc(S(=O)(=O)c2nnn3c2nc(NCCCOC(C)C)c2ccccc23)cc1	4%	·	4%	4%	17	-11%	i
CC(=O)Nc1ccc(S(=O)(=O)N2CCN(c3ccccc3)CC2)cc1	·	·	-3%	19%	22	·	·
COc1ccc(-c2cc(C(=O)NCCc3cnc[nH]3)c3c(c2)N(C)CCO3)cc1OC	-29%[172 µM]	-23%[172 µM]	-16%[87.6 µM]	24%[87.6 µM]	-16	4%[88.5 µM]	?
Cc1cc(C(F)(F)F)nc(CCNC(=O)c2ccc3ncccc3c2)n1	-3%	-1%	5%	4%	-24	?	-22%
Cc1cc2nc3n(c(=O)c2n1CC(=O)N1CCc2ccccc21)CCCCC3	-11%	0%	?	0%	-13	i	-7%
Cc1ccc(-n2nc(C(=O)Nc3ccc(Cl)cn3)c3c4ccccc4n(C)c3c2=O)cc1	·	·	10%	-15%	12	·	·
C=CCNC(=O)c1ccn2nccc2c1	i	-20%[230 µM]	6%[87.6 µM]	-11%[87.6 µM]	3	?	1%[174 µM]
Cc1cc(C)cc(NC(=O)CSc2oc(-c3cccs3)nc2S(=O)(=O)c2ccc(Br)cc2)c1	·	·	-7%	14%	-9	·	·
CCCNC(=O)CCc1c(C)nc2nc(CNC(=O)c3ccccc3)nn2c1C	·	·	0%	1%	-4	·	·
Cc1cc(C)cc(-n2ccn(CC(=O)NCCc3ccccc3)c(=O)c2=O)c1	·	·	7%	29%	-10	·	·
COc1ccc(OC)c(NC(=O)Cn2c(=O)n(-c3cccc(C)c3)c(=O)c3c2c2cc(C)ccc2n3C)c1	·	·	0%	21%	11	·	·
CCCCCSc1nnc2c(n1)OC(CC)Nc1ccc(Br)cc1-2 (centres undefined)	·	·	-1%	49%[activator]	2	·	·
COC[C@H]1NC(=O)CC[C@H]1C(=O)N1CCN(c2cccc(C)c2)CC1	-19%	-18%	-18%	-7%	10	i	-18%
CCOC(=O)CCn1nc(C)c2c(C)n(-c3ccccc3)nc2c1=O	·	·	8%	17%	26	·	·
CN1CCC2(C1)CN(Cc1ccccc1)c1ccc(C(=O)NCc3cccs3)cc12 (centres undefined)	45µM*	0%[172 µM]	6%[87.6 µM]	15%[87.6 µM]	2	-28%[88.5 µM]	28µM*
COC(=O)c1cccc(Nc2c(-c3cc(Br)ccc3O)nc3nc[nH]n23)c1	·	·	2%	0%	5	·	·
CCCC(=O)NC1CC(=O)N(c2ccc3c(c2)OCCO3)C1 (centres undefined)	·	·	-10%	?	11	·	·
CCN(CCN(C)C)C(=O)CNCc1cc(C(N)=O)ccn1	·	·	7%	·	-12	i	·
Cc1nn(CC(=O)NCc2ccc(N(C)C)cc2)c(=O)c2nn(-c3ccccc3)c(C)c12	·	·	4%	9%	21	·	·
Cc1ccc(NC(=O)c2c(NC(=O)c3ccccc3Cl)sc3c2CCC3)cc1	·	·	-3%	-20%	-12	·	·
O=C(Cc1cccc(Cl)c1)N1CCC(c2nn(-c3ccc(F)cc3)c(=O)[nH]2)CC1	?	-1%	-11%	-13%	-4	2%	?
COc1cccc(N2C(=O)NC(=NC3CCCCC3)C23CCN(C(=O)c2ccccc2OC)C3)c1 (centres undefined)	i	·	0%	15%	1	0%	-2%
CCOC(=O)c1ccc(-c2ccc(/C=C(\C#N)C(=O)Nc3ccc(C)cc3OC)o2)cc1	·	·	3%	32%[activator]	5	·	·
COC(=O)CC1c2cc(OC)c(OC)cc2CCN1C(=O)Nc1ccc(C)cc1Cl (centres undefined)	·	·	-6%	21%	4	·	·
O=C(NC1CCCN(c2ccc3nnc(-c4ccccc4)n3n2)C1)c1ccccc1F (centres undefined)	?	·	·	·	6	·	?
CCc1ccc(C(=O)N2CCC(Oc3ncccc3C(=O)N(C)C)C2)cc1 (centres undefined)	-14%	-3%	-7%	1%	15	-9%	-9%
O=c1cc(N2CCOCC2)oc2c(-c3ccccc3Oc3ccccc3)nccc12	?	4%[172 µM]	?	25%[87.6 µM]	-18	-8%[88.5 µM]	?
Cc1ncoc1C(=O)N1CCCN(C(=O)C2CC2)C(c2ccccc2)CC(=O)NCC1 (centres undefined)	i	-4%	2%	27%	17	?	-12%
COc1cc(Nc2nc3c(s2)CCCC3c2ccccc2)ccc1-n1cnc(C)c1 (centres undefined)	·	·	33%[12.5 µM]	·	-12	i[11.5 µM]	·
CCN(CC)C(=O)[C@@H]1CCC[C@@H](N(C)C)CN(C)C(=O)C1	-13%[172 µM]	-11%[172 µM]	0%[87.6 µM]	-14%[87.6 µM]	-16	-7%[88.5 µM]	-12%[138 µM]
O=C([C@H]1C[C@H](Oc2cccnc2)CN1C(=O)NCc1ccccc1)N1CCOCC1	-6%	-3%	1%	13%	25	-10%	i
COc1ccccc1NC(=O)n1ncc2c(C)cccc21	·	·	-2%	5%	2	·	·
Cc1ccc(Cl)cc1NC(=O)c1nnn(Cc2ccccc2)c1N	·	·	7%	35%[activator]	-18	·	·
COc1cc(N2CCC(N)CC2)ccc1Nc1ncc(Cl)c(-c2c[nH]c3ccccc23)n1	·	·	-39%	·	-17	?	·
CCCc1noc(-c2cccn3c(CNC(=O)c4ccc(C(C)(C)C)cc4)nnc23)n1	?	-29%	-9%	6%	3	i	40µM*
O=C(c1cc2c(s1)CCC(C(=O)N1CCN(C3CCCC3)CC1)C2)N1CCCCCC1 (centres undefined)	?	-12%	8%	-13%	10	1%	?
O=c1c(NS(=O)(=O)c2cccc(F)c2)ccc2n1C[C@H]1C[C@@H]2CN(S(=O)(=O)c2ccccc2)C1	-17%	-4%	-9%	15%	2	i	?
C=CCNC(=O)C1CCCN(S(=O)(=O)c2ccccc2)CCC(=O)NCC1 (centres undefined)	i	1%	10%	13%	7	-7%	-7%
COc1cccc(CNC(=O)CSc2nc(=O)[nH]c3c2CCCC3)c1	·	·	-11%	-4%	12	·	·
CCN1C(=O)COC[C@@H]1[C@H](O)c1ccc(NC(=O)c2cc(C)nn2C)cc1	?	12%[172 µM]	1%[87.6 µM]	?	14	2%[88.5 µM]	-33%[174 µM]
CCOC(=O)c1nn(Cc2ccc(OC)cc2)c2c1CN(C(=O)c1cn3ccccc3n1)CC2	-1%	6%	3%	-20%	-3	-1%	i
O=C(NCC(F)(F)F)c1nc2sccn2c1-c1ccc(F)cc1	3%	·	-7%	-6%	1	-4%	-10%
CC(=O)N1CCC(CC(=O)N[C@@H]2CN(C)C[C@H]2CN(C)C)CC1	2%	-14%	19%	3%	-8	-4%	-7%
O=C(NCc1cccs1)c1ccc(CN2C(=O)NC3(CCOCC3)C2=O)cc1	-2%	-7%	-3%	-3%	0	-1%	-18%
Cc1cc(C)cc(NC(=O)c2cc(S(=O)(=O)N3CCC(C)CC3)cn2C)c1	·	·	9%	-3%	1	·	·
O=C(Oc1ccccc1Cl)c1cc(-c2ccc3c(c2)OCCO3)on1	·	·	6%	?	27	·	·
O=C(c1ccccc1F)N1CCC2(CC1)CC(N1CCCCC1)CCO2 (centres undefined)	i	·	12%	14%	6	i	-7%
Cc1c(C(=O)Nc2ccccc2)sc2nc(-c3cc4cc(Cl)ccc4oc3=O)[nH]c(=O)c12	·	·	2%	-4%	-4	·	·
CCOC(=O)C[C@@H]1C[C@@H](C(C)C)[C@H](CNS(=O)(=O)c2ccc(OC)cc2)C=C1C	40µM*	-2%[172 µM]	-22%[87.6 µM]	?	-6	0%[88.5 µM]	?
CN1C(=O)c2cccn2CC1C(=O)NC1CCCCC1 (centres undefined)	2%	-3%	4%	51%[activator]	-6	3%	-20%
CCC(=O)N(C1CCOCC1)C1CCN(S(=O)(=O)c2ccc(C(F)(F)F)cc2)CC1	-1%	-1%	4%	8%	12	i	-8%
COc1ccc(C(=O)N2CCCC2C(=O)N2CCC(N3CCOCC3=O)CC2)cc1 (centres undefined)	i	·	3%	?	7	i	-8%
O=c1ccc2cc(S(=O)(=O)Nc3ccc(F)c(Cl)c3)ccc2[nH]1	·	·	23%	?	-24	·	·
CN(C(=O)C1CCN(c2ncnc3c2nc2n3CCCCC2)CC1)c1ccccc1F	·	·	?	22%	10	·	·
Cc1cc(C)c2nc(NC(=O)c3ccc(S(=O)(=O)N4CCc5ccccc54)cc3)sc2c1	·	·	-20%	-8%	10	·	·
CC(C)(C)C1CCC2(CC1)NC(=O)N(CC(=O)NCc1ccccc1F)C2=O (centres undefined)	-14%	1%	5%	?	5	i	-21%
CN(c1nnc(NC(=O)Nc2ccc(Br)cc2)s1)C1CCCCC1	·	·	5%	38%[activator]	-12	·	·
O=C(c1cc2ccccc2[nH]1)N1CCCC(c2nc(CCOCC3CC3)no2)C1 (centres undefined)	?	?	-10%	-11%	-4	0%	?
Cc1noc(C)c1CNCC1(COc2cccnc2)C[C@@H](O)[C@@H](O)C1 (some centres undefined)	3%[172 µM]	-3%[172 µM]	1%[87.6 µM]	-15%[87.6 µM]	1	3%[88.5 µM]	-11%[174 µM]
O=C(NCc1ccc(F)c(F)c1)c1ccc2nnc(-c3cc(C(F)(F)F)cc(C(F)(F)F)c3)n2c1	?	·	-27%	?	-5	0%	?
Cc1cnc(CC2CC(=O)N(c3ccccc3)C2)nc1N(C)C (centres undefined)	-12%	-10%	15%	-30%	-2	1%	?
Cc1ccc2c(c1)c1c(c(=O)n(Cc3ccccc3)c(=O)n1Cc1cccc(C(F)(F)F)c1)n2C	·	·	2%	0%	11	·	·

Molecules above containing an aryl thioether with sulfur outside any ring (3):
SMILES	HEK cytotox	Luciferase inh	HEK293 viab	SNCA expr inhib	IP6K1 inh	GPT2 inhibitor	3T3 cytotox
Cc1cc(C)cc(NC(=O)CSc2oc(-c3cccs3)nc2S(=O)(=O)c2ccc(Br)cc2)c1	·	·	-7%	14%	-9	·	·
CCCCCSc1nnc2c(n1)OC(CC)Nc1ccc(Br)cc1-2 (centres undefined)	·	·	-1%	49%[activator]	2	·	·
COc1cccc(CNC(=O)CSc2nc(=O)[nH]c3c2CCCC3)c1	·	·	-11%	-4%	12	·	·

Profiles as entered above. Order of screens: HEK cytotox	Luciferase inh	HEK293 viab	SNCA expr inhib	IP6K1 inh	GPT2 inhibitor	3T3 cytotox
Record of O=C(NCc1ccc(F)c(F)c1)c1ccc2nnc(-c3cc(C(F)(F)F)cc(C(F)(F)F)c3)n2c1 = ?	·	-27%	?	-5	0%	?
Record of Cc1noc(C)c1CNCC1(COc2cccnc2)C[C@@H](O)[C@@H](O)C1 (some centres undefined) = 3%[172 µM]	-3%[172 µM]	1%[87.6 µM]	-15%[87.6 µM]	1	3%[88.5 µM]	-11%[174 µM]
Record of CCOC(=O)C[C@@H]1C[C@@H](C(C)C)[C@H](CNS(=O)(=O)c2ccc(OC)cc2)C=C1C = 40µM*	-2%[172 µM]	-22%[87.6 µM]	?	-6	0%[88.5 µM]	?
Record of CCC(=O)N(C1CCOCC1)C1CCN(S(=O)(=O)c2ccc(C(F)(F)F)cc2)CC1 = -1%	-1%	4%	8%	12	i	-8%

Assay outcomes deposited in PubChem by National Center for Advancing Translational Sciences (NCATS).
